TEAD-YAP inh – TEAD-YAP interaction inhibition, primary screen, TEAD-YAP interaction inhibitor project, luminescence, HEK-TIYL cells | TEAD-Gal4/YAP UAS-luciferase luminescence | inhibition, % at 9.12 µM | hit rate 1.4% among 640,000 | AID 1259422, 2018; in the data active means inhibition above about 32%;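 further: 0% = median of test compound wells and 100% = reference inhibitor wells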
GPR151 activ – activators of human GPR151, primary screen, cell-based, PathHunter beta-arrestin, luminescence; G-protein coupled receptor 151 (Homo sapiens), Q8TDV0; PathHunter beta-arrestin GPR151 cells; activation, % at 11.2 µM; hit rate 1% among 650,000; in the data active means activation above about 4.9%;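 further: 0% = median of compound wells and 100% = cells with positive control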
Target sequence (Q8TDV0 whole entry, looked up): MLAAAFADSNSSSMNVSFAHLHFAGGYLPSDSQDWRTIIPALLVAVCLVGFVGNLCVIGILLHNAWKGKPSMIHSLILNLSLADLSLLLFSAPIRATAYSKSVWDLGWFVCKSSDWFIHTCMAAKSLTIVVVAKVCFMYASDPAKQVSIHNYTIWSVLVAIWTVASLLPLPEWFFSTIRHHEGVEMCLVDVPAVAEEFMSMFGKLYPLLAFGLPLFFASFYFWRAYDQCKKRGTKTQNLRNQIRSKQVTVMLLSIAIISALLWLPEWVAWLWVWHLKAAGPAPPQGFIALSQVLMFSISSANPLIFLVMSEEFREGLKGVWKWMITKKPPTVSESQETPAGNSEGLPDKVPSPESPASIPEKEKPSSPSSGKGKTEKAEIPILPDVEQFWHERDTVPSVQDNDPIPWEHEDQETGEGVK
FBW7 activator – FBW7 E3 ligase activators, primary screen, biochemical, AlphaScreen, human; F-box/WD repeat-containing protein 7 (Homo sapiens), Q969H0; AlphaScreen FBW7–phospho-cyclin E peptide binding, activator screen; normalized activity (activation), % at 26.1 µM; hit rate 0.13% among 650,000; in the data active means normalized activity above about 1.9%;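 further: purified mutant Fbw7 with reduced substrate affinity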
MITF inh – MITF inhibitors, primary screen, biochemical, AlphaScreen, human. hit rate 0.91% among 650,000. inhibition, % at 2.6 µM. AlphaScreen MITF homodimerization, bead proximity signal. Microphthalmia-associated transcription factor (Homo sapiens), O75030; in the data active means inhibition above about 50%;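 further: 0% = vehicle wells with protein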
Target sequence (O75030 whole entry, looked up): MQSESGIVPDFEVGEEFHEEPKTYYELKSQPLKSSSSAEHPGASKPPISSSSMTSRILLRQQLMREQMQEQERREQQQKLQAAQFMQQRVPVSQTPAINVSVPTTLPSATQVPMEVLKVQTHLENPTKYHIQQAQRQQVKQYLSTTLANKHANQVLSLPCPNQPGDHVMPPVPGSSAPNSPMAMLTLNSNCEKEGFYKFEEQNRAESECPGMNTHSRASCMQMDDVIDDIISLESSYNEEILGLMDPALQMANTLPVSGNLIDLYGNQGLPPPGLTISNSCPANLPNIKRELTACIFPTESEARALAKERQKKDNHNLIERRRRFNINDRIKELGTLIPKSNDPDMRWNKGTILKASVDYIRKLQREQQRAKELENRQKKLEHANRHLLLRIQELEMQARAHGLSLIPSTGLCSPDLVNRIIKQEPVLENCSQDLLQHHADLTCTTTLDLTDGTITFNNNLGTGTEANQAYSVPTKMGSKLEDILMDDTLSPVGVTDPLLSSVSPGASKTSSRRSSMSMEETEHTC
Active calls of the source: *.

For COc1ccccc1CNC(=O)C(Cc1ccccc1)NS(=O)(=O)c1ccc(Br)cc1 (centres undefined) the results were TEAD-YAP inh 6, GPR151 activ -0.5, FBW7 activator -0.1 and MITF inh 3.
CSC1=C(C#N)C(c2ccccc2C)CC(=O)N1 (centres undefined) was read as TEAD-YAP inh -5, GPR151 activ -2.2, FBW7 activator 0.4 and MITF inh 15.
`O=[N+]([O-])c1ccc(Nc2ccccc2Cl)c([N+](=O)[O-])c1` gave TEAD-YAP inh 3, GPR151 activ 2.3, FBW7 activator -0.2 and MITF inh 11.
`COC(=O)C1=C(NC(=O)COc2ccccc2)CCS1` gave TEAD-YAP inh 1, GPR151 activ 0.4, FBW7 activator -0.1 and MITF inh 4.
CCOC(=O)COc1ccc(/C=C/c2cc(C(F)(F)F)[nH]c(=O)n2)cc1OC was read as TEAD-YAP inh -5, GPR151 activ 1.4, FBW7 activator 0.1 and MITF inh 6.
Screening Cc1nc(N/N=C/c2ccc([N+](=O)[O-])cc2)cc(-c2ccccc2)n1 returned TEAD-YAP inh 7, GPR151 activ 2.9, FBW7 activator 0.3 and MITF inh 11.
Screening O=C(Nc1ccc(F)cc1)NC1CCS(=O)(=O)C1 (centres undefined) returned TEAD-YAP inh -2, GPR151 activ 0.2, FBW7 activator 0.0 and MITF inh -3.
For Cc1oc2c(cc(NS(=O)(=O)c3ccc(F)cc3)c3ccccc32)c1C(=O)OCc1ccccc1 the results were TEAD-YAP inh -20, GPR151 activ 3.7, FBW7 activator -1.0 and MITF inh 0.
`COC(=O)c1[nH]c2ccccc2c1NC(=O)CN(C)C` gave TEAD-YAP inh -4, GPR151 activ -0.7, FBW7 activator 0.0 and MITF inh -11.
C[C@@H]1CN(Cc2nnnn2CC(=O)NCCCn2ncc3ccccc32)C[C@H](C)O1 was read as TEAD-YAP inh -5, GPR151 activ 0.1, FBW7 activator 0.0 and MITF inh 7.
`O=C(Cn1c(=O)oc2ccccc21)N1CCCCCC1` gave TEAD-YAP inh 2, GPR151 activ -0.2, FBW7 activator 0.1 and MITF inh 9.
Screening Cc1ccc(CSc2nnc3c(n2)OC(c2cccs2)Nc2ccccc2-3)cc1 (centres undefined) returned TEAD-YAP inh 10, GPR151 activ 2.2, FBW7 activator 0.1 and MITF inh 10.
For Cc1cc(C2(c3cc(C)n(C4CC4)c3C)C(=O)Nc3ccccc32)c(C)n1C1CC1 the results were TEAD-YAP inh 4, GPR151 activ 1.8, FBW7 activator 0.0 and MITF inh 16.
CCOC(=O)C1=C(C)N=c2s/c(=C\c3ccc(Br)o3)c(=O)n2C1c1cc(OC)ccc1OC (centres undefined) was read as TEAD-YAP inh -1, GPR151 activ 0.2, FBW7 activator -0.1 and MITF inh 0.
Screening COc1ccc(OC)c(-n2c(SCC(=O)N3CCCc4ccccc43)nc3c(c2=O)SCC3)c1 returned TEAD-YAP inh 0, GPR151 activ 0.4, FBW7 activator 0.0 and MITF inh 12.
CC(=O)C(Sc1ccc(F)cc1)C(C)=O was read as TEAD-YAP inh -7, GPR151 activ -1.0, FBW7 activator -0.1 and MITF inh -18.
`Cc1ccc(C2=CC(c3ccc(F)cc3)n3ncnc3N2)cc1` (centres undefined) gave TEAD-YAP inh -2, GPR151 activ -0.6, FBW7 activator 0.0 and MITF inh 6.
Screening O=C(CCCC(=O)N(CC(=O)NC1CCCCC1)Cc1cccs1)Nc1ccccn1 returned TEAD-YAP inh 5, GPR151 activ 0.1, FBW7 activator -0.1 and MITF inh 5.
CC(C)CC1NC(=O)N(Cc2cccc(Br)c2)C1=O (centres undefined) was read as TEAD-YAP inh 5, GPR151 activ 0.5, FBW7 activator 0.1 and MITF inh 18.
`O=C(Nc1nnc(-c2ccccn2)o1)C1CCCCC1` gave TEAD-YAP inh 2, GPR151 activ 0.1, FBW7 activator 0.0 and MITF inh 12.
`Cc1cc2nc(Cc3ccc(F)cc3)c(=O)[nH]c2cc1C` gave TEAD-YAP inh 4, GPR151 activ 0.5, FBW7 activator 0.1 and MITF inh 7.
Cc1cc(C)c(S(=O)(=O)Nc2ccc(C)c(C)c2)c(C)c1 was read as TEAD-YAP inh 5, GPR151 activ 0.5, FBW7 activator 0.0 and MITF inh 12.
For CCOC(=O)c1cnc2ccc(C(=O)OC)cc2c1Nc1cccc(OC)c1 the results were TEAD-YAP inh -13, GPR151 activ -0.9, FBW7 activator 0.0 and MITF inh 10.
O=C(NCC1CCCO1)C1CCC(Cn2c(=S)[nH]c3ccccc3c2=O)CC1 (centres undefined) was read as TEAD-YAP inh -11, GPR151 activ -0.6, FBW7 activator 0.0 and MITF inh -80.
CCOC(=O)CSC1=C(C#N)C(c2ccco2)C(C(=O)OCc2ccccc2)=C(C)N1 (centres undefined) was read as TEAD-YAP inh 3, GPR151 activ -0.6, FBW7 activator 0.7 and MITF inh 0.
Screening Cc1cc(NC(=O)c2cccs2)no1 returned TEAD-YAP inh -26, GPR151 activ -1.0, FBW7 activator -0.1 and MITF inh 2.
COc1ccc(OC)c(N(CC(=O)Nc2ccccc2C)S(=O)(=O)c2ccccc2)c1 was read as TEAD-YAP inh -1, GPR151 activ -0.3, FBW7 activator -0.1 and MITF inh -4.
Screening Cc1ccc(S(=O)(=O)N2N=C(c3c(-c4ccccc4)c4cc(Br)ccc4[nH]c3=O)CC2/C=C/c2ccccc2)cc1 (centres undefined) returned TEAD-YAP inh 9, GPR151 activ -0.1, FBW7 activator 0.1 and MITF inh 5.
For CCOc1cc([N+](=O)[O-])c(/C=C2/SC(=S)NC2=O)cc1OC the results were TEAD-YAP inh -13, GPR151 activ -0.7, FBW7 activator -0.2 and MITF inh 18.
CN(Cc1cccc2ccccc12)c1ncnc(Cl)c1[N+](=O)[O-] was read as TEAD-YAP inh 5, GPR151 activ 0.5, FBW7 activator 0.1 and MITF inh 12.
O=C(Cc1ccc(F)cc1)Nc1ccc(-c2nnc3n2CCCCC3)cc1 was read as TEAD-YAP inh -1, GPR151 activ 0.8, FBW7 activator -0.2 and MITF inh -5.
Screening N#CC1=C(N)Oc2n[nH]c(-c3ccc(Cl)cc3)c2C1c1cccc(O)c1 (centres undefined) returned TEAD-YAP inh 4, GPR151 activ 3.1, FBW7 activator 0.0 and MITF inh 0.
`OC(CNC1CCN(Cc2ccccc2)C1)COCc1ccccc1Cl` (centres undefined) gave TEAD-YAP inh 6, GPR151 activ -1.1, FBW7 activator -0.3 and MITF inh 55*.
For Clc1ccc(CSc2nsc(SCc3ccc(Cl)cc3)n2)cc1 the results were TEAD-YAP inh 9, GPR151 activ 0.1, FBW7 activator -0.3 and MITF inh 1.
Screening C=CCOC(=O)COc1ccc2c(c1)oc(=O)c1cc(OC)ccc12 returned TEAD-YAP inh 10, GPR151 activ -2.2, FBW7 activator -0.5 and MITF inh -3.
For CCCCCCNC(=O)CC(NS(=O)(=O)c1ccc(NC(C)=O)cc1)C(C)C (centres undefined) the results were TEAD-YAP inh 6, GPR151 activ -0.5, FBW7 activator -0.2 and MITF inh 4.
COc1cc([N+](=O)[O-])ccc1NC(=S)NCc1ccco1 was read as TEAD-YAP inh 8, GPR151 activ -2.7, FBW7 activator 0.2 and MITF inh 15.
Screening CCc1nnc(N/N=C/c2cn[nH]c2-c2ccc(F)cc2)n1N returned TEAD-YAP inh 0, GPR151 activ -0.6, FBW7 activator -0.4 and MITF inh -12.
`Cc1ccc(N2C(=O)C3C(C2=O)N2CCCN2C3c2ccccc2)cc1C` (centres undefined) gave TEAD-YAP inh -1, GPR151 activ -0.1, FBW7 activator -0.1 and MITF inh -2.
`COC(=O)c1ccc2c(=O)n(CCCCCC(=O)NCCN(C)C)c(=O)[nH]c2c1` gave TEAD-YAP inh 5, GPR151 activ -1.1, FBW7 activator 0.3 and MITF inh 13.
CC(=O)Nc1ccc(NS(=O)(=O)c2ccc(O)c(C(=O)O)c2)cc1 was read as TEAD-YAP inh 0, GPR151 activ -0.4, FBW7 activator 0.3 and MITF inh 7.
`COc1ccc(N2C(=O)/C(=C/c3ccsc3)C(=O)NC2=S)c(OC)c1` gave TEAD-YAP inh 1, GPR151 activ 2.6, FBW7 activator -0.4 and MITF inh 11.
CC(C)N(CCNC(=O)c1cccc(Nc2ccnn2C)n1)C(C)C was read as TEAD-YAP inh -4, GPR151 activ 6.1*, FBW7 activator -0.1 and MITF inh 10.
Screening Cc1cc(C(=O)NCC(=O)OCC(=O)N(C)C2CCCCC2)ccc1[N+](=O)[O-] returned TEAD-YAP inh 2, GPR151 activ 2.4, FBW7 activator -0.1 and MITF inh -4.
COc1ccc(-c2noc(CCC(=O)NCCCOC(C)C)n2)cc1 was read as TEAD-YAP inh -1, GPR151 activ 2.6, FBW7 activator 0.1 and MITF inh -14.
For Nc1ccc(F)c(S(=O)(=O)Nc2cccc(C(F)(F)F)c2)c1 the results were TEAD-YAP inh 7, GPR151 activ 0.3, FBW7 activator -0.2 and MITF inh -2.
`Cc1ccc(N2CC(C(=O)NC3CCCCC3)CC2=O)cc1` (centres undefined) gave TEAD-YAP inh 6, GPR151 activ -1.0, FBW7 activator 0.1 and MITF inh -3.
`CCCC(CCC)C(=O)NCCS(=O)(=O)N1CCN(c2cccc(C)c2)CC1` gave TEAD-YAP inh -4, GPR151 activ -1.5, FBW7 activator 0.0 and MITF inh -5.
Screening O=C(NCCC(=O)OCC(=O)c1ccc(Cl)s1)NC12CC3CC(CC(C3)C1)C2 returned TEAD-YAP inh 9, GPR151 activ -1.8, FBW7 activator -0.1 and MITF inh 7.
Screening Cc1ccc(NC(=O)Cn2cc(S(=O)(=O)c3ccccc3)c(=O)c3ccccc32)c(C)c1 returned TEAD-YAP inh 0, GPR151 activ 0.9, FBW7 activator 0.0 and MITF inh -21.
Screening O=C(CCCn1c(=O)[nH]c2ccsc2c1=O)NCc1ccc(F)cc1 returned TEAD-YAP inh -3, GPR151 activ -0.1, FBW7 activator -0.1 and MITF inh -20.
Screening O=C(NNC(=O)c1ccccc1O)c1ccc(C(F)(F)F)cc1 returned TEAD-YAP inh -29, GPR151 activ -0.4, FBW7 activator 0.0 and MITF inh 11.
For O=C(Nc1ccc2[nH]ncc2c1)c1cc(O[C@H]2CCNC2)ccn1 the results were TEAD-YAP inh 43*, GPR151 activ 0.7, FBW7 activator 0.0 and MITF inh 11.
O=C(N/N=C/C=C/c1ccccc1)c1ccccc1O was read as TEAD-YAP inh -11, GPR151 activ -0.7, FBW7 activator 0.1 and MITF inh -5.
For CCOc1ccc(N/C=C\C(=O)c2ccc(F)cc2)cc1 the results were TEAD-YAP inh -54, GPR151 activ 2.3, FBW7 activator 0.1 and MITF inh -1.
COc1cccc2c1OC1(C)C(C(=O)N(C)C)C2NC(=S)N1c1cccc(C)c1 (centres undefined) was read as TEAD-YAP inh -11, GPR151 activ -1.3, FBW7 activator -0.3 and MITF inh 2.
COc1ccc(C(=O)NNC(=O)COc2ccccc2C)cc1OC was read as TEAD-YAP inh -12, GPR151 activ -0.7, FBW7 activator -0.1 and MITF inh -16.
Screening O=C(O)c1cc(NC(=O)c2ccc3c(c2)C(=O)N(Cc2ccco2)C3=O)cc(C(=O)O)c1 returned TEAD-YAP inh 0, GPR151 activ 0.2, FBW7 activator 0.1 and MITF inh 11.
For C[C@H](NC(=O)N[C@H]1C[C@H]2C(=O)N[C@@H]([C@@H](C)O)C(=O)N2C1)c1ccccc1 the results were TEAD-YAP inh 2, GPR151 activ 1.8, FBW7 activator 0.1 and MITF inh 4.
`O=C(NNS(=O)(=O)c1ccccc1[N+](=O)[O-])C(O)(c1ccccc1)c1ccccc1` gave TEAD-YAP inh 9, GPR151 activ -0.6, FBW7 activator 0.0 and MITF inh 0.
COc1ccc(CCNC(=O)CC2C(=O)NCCN2CC2CCCCC2)cc1 (centres undefined) was read as TEAD-YAP inh 12, GPR151 activ -1.0, FBW7 activator 0.6 and MITF inh 1.

Entries shown so far that have a nitro group on carbon (seven):
`O=[N+]([O-])c1ccc(Nc2ccccc2Cl)c([N+](=O)[O-])c1` gave TEAD-YAP inh 3, GPR151 activ 2.3, FBW7 activator -0.2 and MITF inh 11.
Screening Cc1nc(N/N=C/c2ccc([N+](=O)[O-])cc2)cc(-c2ccccc2)n1 returned TEAD-YAP inh 7, GPR151 activ 2.9, FBW7 activator 0.3 and MITF inh 11.
For CCOc1cc([N+](=O)[O-])c(/C=C2/SC(=S)NC2=O)cc1OC the results were TEAD-YAP inh -13, GPR151 activ -0.7, FBW7 activator -0.2 and MITF inh 18.
CN(Cc1cccc2ccccc12)c1ncnc(Cl)c1[N+](=O)[O-] was read as TEAD-YAP inh 5, GPR151 activ 0.5, FBW7 activator 0.1 and MITF inh 12.
COc1cc([N+](=O)[O-])ccc1NC(=S)NCc1ccco1 was read as TEAD-YAP inh 8, GPR151 activ -2.7, FBW7 activator 0.2 and MITF inh 15.
Screening Cc1cc(C(=O)NCC(=O)OCC(=O)N(C)C2CCCCC2)ccc1[N+](=O)[O-] returned TEAD-YAP inh 2, GPR151 activ 2.4, FBW7 activator -0.1 and MITF inh -4.
`O=C(NNS(=O)(=O)c1ccccc1[N+](=O)[O-])C(O)(c1ccccc1)c1ccccc1` gave TEAD-YAP inh 9, GPR151 activ -0.6, FBW7 activator 0.0 and MITF inh 0.

Screening data (PubChem)
